# TRPML3 ag = agonists of human TRPML3 channel; Q8TDD5; HEK293 TRPML3-YFP, Fluo-8 calcium fluorescence; 100% = the carbachol control signal; activation, % at 3 µM; 220,000 tested, 0.29% active;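 active = activation above its plate's cutoff, the mean activation of the plate's test wells plus 3 SD, cut at about 12% in these data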;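 note: 0% = DMSO only wells and 100% = carbachol wells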
# Target sequence (Q8TDD5 whole entry, looked up): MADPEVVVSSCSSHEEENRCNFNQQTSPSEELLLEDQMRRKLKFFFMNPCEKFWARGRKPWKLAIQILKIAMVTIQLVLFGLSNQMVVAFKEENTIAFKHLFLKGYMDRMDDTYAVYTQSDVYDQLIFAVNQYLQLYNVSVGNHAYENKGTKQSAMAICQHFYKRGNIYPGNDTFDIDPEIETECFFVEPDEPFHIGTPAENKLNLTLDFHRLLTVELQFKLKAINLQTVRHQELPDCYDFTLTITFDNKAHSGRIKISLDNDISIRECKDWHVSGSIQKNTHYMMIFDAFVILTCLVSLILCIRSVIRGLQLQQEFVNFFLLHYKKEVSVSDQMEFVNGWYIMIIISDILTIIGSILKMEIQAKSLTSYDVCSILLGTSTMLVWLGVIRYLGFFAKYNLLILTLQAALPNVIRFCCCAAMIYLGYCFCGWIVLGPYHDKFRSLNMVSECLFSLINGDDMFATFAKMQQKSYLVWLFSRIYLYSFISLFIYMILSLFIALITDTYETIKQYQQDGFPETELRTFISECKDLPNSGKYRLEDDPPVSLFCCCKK
#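 Test system: HEK293 cells stably carrying human TRPML3-YFP; Doses: single dose, 3 µM final nominal compound, 0.3% DMSO final; Schedule: dye loading 1 h 37 °C then 30 min ambient, 125 s read; Technique: Fluo-8 calcium fluorescence; Benchmarks: high control carbachol 87 µM, low control DMSO.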
# EP2 antag = EP2 receptor (human) inhibition; P43116; C6 glioma cells expressing human EP2, cAMP TR-FRET; cells stimulated with saturating PGE2; inhibition, % at 25 µM; 260,000 tested, 0.52% active; AID 1422;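 active = percent inhibition above 40 after rounding to a whole number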;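 note: rat C6 glioma host cells with rolipram phosphodiesterase inhibitor present; the protocol text gives 20 µM as final concentration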
# EP2 mod = modulators of human EP2 prostaglandin E2 receptor; AID 940; EP2-expressing cells, cAMP HTRF FRET, PGE2 co-stimulation; 260,000 tested, 0.83% active; induction, % at 25 µM; P43116;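 active = compounds whose cAMP rise, as percent of the full-agonist control response, exceeds 60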;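 note: rat C6 glioma line stably carrying human EP2 under a CMV promoter; the protocol text gives 20 µM as final concentration; 100% = response of wells given 1 µM PGE2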
# NPY-Y1 PAM-ag = potentiates or activates human NPY-Y1 receptor; P25929; activation, % at 3.6 µM; AID 1304; NPY-Y1 expressing cells, potentiator/agonist activation; 220,000 tested, 0.37% active; in the data active = activation above about 33%, passing the limit was not always enough;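 note: cells stimulated with NPY at EC10 then isoproterenol at EC100; 0% = low agonist plus stimulus and 100% = saturating agonist plus stimulus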
# CHOP inh = inhibitors of CHOP induction in ER stress response. CHO-K1 CHOP-promoter luciferase, tunicamycin-induced, 15-18 h. AID 2732. inhibition, % at 10 µM. 220,000 tested, 3.8% active;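 active = compounds that reduced the stress-induced luciferase reporter signal by more than about 70% of percent inhibition, limit read from the data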;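 note: 0% = tunicamycin plus vehicle and 100% = wells without tunicamycin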
# TRPN1 ag = zebrafish TRPN1 (NompC) channel agonism; HEK293 zebrafish TRPN1-YFP, Fluo-8 calcium fluorescence; 100% = response to 87 µM carbachol; activation, % at 3 µM; 220,000 tested, 0.18% active;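 active = activation above its plate's cutoff, the mean activation of test wells on that plate plus 3 SD, cut at about 19% in these data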;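 note: 0% = DMSO alone and 100% = 87 µM carbachol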
#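 Material – zebrafish TRPN1-YFP in HEK293 cells · Doses – 3 µM single point · Schedule – dye 1 h 37 °C plus 30 min RT · Signal – Fluo-8 calcium fluorescence, excitation 470-495 nm, emission 515-575 nm · Read-out – % activation versus carbachol response · Control set – carbachol high, DMSO low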
# 14-3-3 Bad PPI = disrupts binding of bovine 14-3-3 zeta to phospho-Bad peptide; P63103; TR-FRET 14-3-3zeta/Dy647-pBad peptide displacement, 1 h; inhibition, % at 21.7 µM; 220,000 tested, 0.71% active;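 active = inhibition above about 70%, limit read from the data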;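 note: 0% = full 14-3-3 plus peptide FRET controls and 100% = background without 14-3-3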
# Target sequence (P63103 whole entry, looked up): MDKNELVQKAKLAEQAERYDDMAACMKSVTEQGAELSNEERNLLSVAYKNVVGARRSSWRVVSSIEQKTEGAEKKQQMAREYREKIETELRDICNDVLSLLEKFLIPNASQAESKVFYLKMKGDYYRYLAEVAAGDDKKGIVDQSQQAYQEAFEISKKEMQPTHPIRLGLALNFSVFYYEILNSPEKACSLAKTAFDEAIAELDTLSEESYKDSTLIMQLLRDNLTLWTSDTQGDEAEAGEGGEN
# PPC-1+TRAIL kill = compounds killing PPC-1 cancer cells with TRAIL present (potentiator screen, no TRAIL-free arm) | PPC-1 cells + TRAIL, ATPLite viability luminescence | cell killing (% activity), % at 4 µM | 220,000 tested, 0.41% active;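 active = cell killing above 50% in the first pass at 4 µM, then a duplicate retest at 5 µM averaging 50% or more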;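 note: plate controls were cells with TRAIL plus DMSO for no effect and medium-only wells lacking cells for full effect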
# NPY-Y1 antag = antagonists of human neuropeptide Y receptor Y1. P25929. HEK293-CNG Y1 cells, membrane potential fluorescence; NPY at EC95, then isoproterenol. inhibition, % at 3.6 µM. 200,000 tested, 1% active. AID 1040;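 active = inhibition above the campaign mean inhibition of all tested compounds plus 3 SD, cut at about 20% in these data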;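 note: 0% = DMSO wells given NPY plus isoproterenol and 100% = isoproterenol alone without NPY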
#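 Material: HEK293 cells co-expressing NPY Y1 receptor and cyclic-nucleotide gated channel. Timing: compound incubation 1 h at room temperature, readout 45 min post-stimulation. Signal: fluorescence, membrane potential probe.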
# * hit, by the source's call; · = no result given; & = joins results of further samples; [ ] = dose if it differs, or a comment.
SMILES,TRPML3 ag,EP2 antag,EP2 mod,NPY-Y1 PAM-ag,CHOP inh,TRPN1 ag,14-3-3 Bad PPI,PPC-1+TRAIL kill,NPY-Y1 antag
Cc1csc2nc(CNS(=O)(=O)c3cccnc3)cn12,0.3,6.1,·,-48.2,·,-0.4,·,·,-2.5
COc1ccc(-n2c(SCC#N)nc3ccccc3c2=O)cc1,-0.3,4.0,24.2,-2.8,-5.3,-0.4,-3.8,4.9,11.6
COc1ccc(NC(NC(=O)c2ccc(OC)cc2)C(Cl)(Cl)Cl)cc1 (centres undefined),0.1,·,-43.5,12.3,27.0,1.4,2.8,-1.8,-9.1
Cc1ccc(C)c(-n2ccnc2SCC(N)=O)c1,0.4,2.9,0.5,11.6,10.1,-0.5,15.1,13.4,-1.6
CC1(C)CC(=O)C(C=NCC2CCNCC2)=C(O)C1,0.4,16.7,-6.8,1.4,72.3*,1.0,-6.6,24.3,0.0
CCOC(=O)CCCc1sc(N)nc1-c1[nH]c(=O)[nH]c1C,0.0,0.0,-7.3,-6.4,-26.0,-1.4,80.4*,1.1,-3.3
C=CCN1C(=O)/C(=C/c2ccc(N(C)C)cc2)S/C1=N\c1nnc(CC)s1,4.3,·,-15.8,-8.7,104.4*,4.7,7.4[fluorescence artefact?],3.8,2.0
Cc1ccc(S(=O)(=O)N2C(=O)/C(=C3\SC(=S)NC3=O)c3ccccc32)cc1,0.4,1.8,-15.8,6.8,9.8,2.6,3.9,3.6,·
Oc1ccccc1/C=N/n1cnnc1,0.6,11.4,2.1,-9.3,21.7,-1.5,-4.1,8.0,0.1
COc1cccc(/C=N/Nc2nn3cnnc3c3ccccc23)c1,0.5,24.3,-3.6,-16.2,-21.2,-0.9,-4.7,37.3,5.1
Clc1ccc(-c2cn(-c3ccc(Cl)cc3)c3[n+]2CCCCC3)cc1,0.6,10.6,-7.3,1.4,-17.4,0.7,-2.9,11.3,·
Cc1cc(Nc2ccccc2)n(-c2ccc(Br)cc2)n1,-0.7,18.9,-0.4,-55.7,47.3,-2.0,-2.1,-15.0,0.7
Cc1ccc(C(C(=O)NCCc2ccccc2)N(C(=O)c2csnn2)C2CC2)o1 (centres undefined),0.3,6.2,1.4,-7.3,-14.3,-0.5,-22.7[fluorescence artefact?],2.6,-7.5
COc1cccc(NC(=S)N2CCCC2c2ccc(OC)c(OC)c2)c1 (centres undefined),0.3,1.4,-16.7,16.4,20.3,1.7,3.0,-8.5,7.4
CCOC(=O)Cc1csc(NC(=O)NC2(C(F)(F)F)Oc3ccc(Cl)cc3O2)n1 (centres undefined),0.1,9.3,-1.2,18.2,104.6*,-0.9,3.7,4.8,1.2
COC(=O)c1ccc(CSc2nnc(-c3ccc4c(c3)OCO4)n2-c2ccccc2)o1,0.1,6.0,8.3,-32.8,38.6,-0.1,0.0,19.8,1.8
FC(F)(F)c1cnc(Sc2nnc(-c3cccs3)n2CC2CCCO2)c(Cl)c1 (centres undefined),0.3,4.7,25.1,15.3,5.4,-0.4,-10.4[fluorescence artefact?],15.0,4.3
COc1cc(OC)cc(C(=O)NCC(=O)OCC(=O)c2ccc3c(c2)-c2ccccc2C3)c1,0.3,11.7,1.4,-10.9,12.9,0.3,-18.0,4.5,1.6
CCOc1ccc(N(CC(=O)NCC2CCCO2)S(=O)(=O)c2ccc(OC)c(OC)c2)cc1 (centres undefined),-0.6,13.3,5.4,-29.7,-8.0,-0.7,4.5,20.6,-1.5
O=C(CCl)N(c1ccc(Cl)cc1)c1c[nH]c2ccccc12,1.5,11.2,-24.7,32.7,·,0.9,3.6[fluorescence artefact?],34.3,-11.2
Cn1cc(Cl)c(-c2n[nH]c(=S)n2-c2ccc(F)cc2)n1,0.9,10.4,44.2,17.7,7.6,0.8,-6.2,3.7,-1.3
C=CCc1cc(/C=N\NC(=O)CSc2nnc(CCCc3ccc(OC)c(C)c3)o2)cc(OC)c1O,0.1,8.1,8.0,-21.4,59.5,0.7,20.4[fluorescence artefact?],1.0,0.1
COc1ccc(-n2nnc3c(SCC(=O)NCc4ccco4)ncnc32)cc1,-0.5,15.6,23.6,-20.4,-36.8,2.9,3.5,8.3,-5.2
Cc1nc2ccccc2c(=O)n1CC(=O)N1CCOCC1,0.1,9.5,-4.7,-17.5,33.2,-0.3,-4.9,5.5,2.4
O=C(NCCN1CCN(Cc2ccccc2Cl)CC1)Nc1ccccc1,1.2,6.2,13.5,-11.3,10.6,0.2,25.2,-3.5,-1.4

# Copied from the list.
# `O=C(NCCN1CCN(Cc2ccccc2Cl)CC1)Nc1ccccc1` – EP2 mod = 13.5
# `COc1cccc(/C=N/Nc2nn3cnnc3c3ccccc23)c1` – NPY-Y1 antag = 5.1

# Next structures.
SMILES,TRPML3 ag,EP2 antag,EP2 mod,NPY-Y1 PAM-ag,CHOP inh,TRPN1 ag,14-3-3 Bad PPI,PPC-1+TRAIL kill,NPY-Y1 antag
O=C(N/N=C/c1sc(=O)[nH]c1-[n+]1ccccc1)c1ccccc1[O-],-0.7,1.0,14.6,-1.9,-2.8,-1.1,2.3,26.1,·
CCOc1ccc(Nc2nc(Cc3nnc(SCC(=O)N(CC)CC)n3C)cs2)cc1,0.7,15.5,-13.9,-11.6,-12.4,-1.8,10.5,5.1,-0.2
CCOC(=O)C1=NN(C(C)=O)C2C(=O)N(CC)C(=O)C12 (centres undefined),1.0,10.1,19.4,5.0,7.3,0.3,5.7,9.3,·
COc1ccc(N2CCN(c3nc(NCCO)nc(N4CCOCC4)n3)CC2)cc1,-0.1,10.5,10.3,-12.7,-27.7,2.0,-7.1[fluorescence artefact?],0.9,-5.6
Cc1ccc(S(=O)(=O)/C(C#N)=C/c2c(N3CCN(C)CC3)nc3ccccn3c2=O)cc1,1.3,11.5,22.4,-2.1,-29.1,0.9,6.1[fluorescence artefact?],10.6,3.6
O/N=C1/CCCCc2sccc21,0.4,3.5,4.2,-3.7,-2.6,0.0,-0.9,7.9,-0.2
Cc1cccn2c(=O)c3cc(C#N)c(=N)n(CCN4CCOCC4)c3nc12,0.6,·,-7.8,-21.3,17.3,0.2,1.8,22.4,1.1
CCCN(CCC)S(=O)(=O)c1ccc(Cl)c([N+](=O)[O-])c1,0.5,14.1,-13.8,76.6*,-13.5,-2.9,-7.0,26.3,-12.8
CCOC(=O)c1sc(NC(=O)CN(CC)CC)c(C(=O)OCC)c1C,-0.2,14.2,-10.4,-15.1,33.0,-0.4,-5.4,20.8,4.7
O=C(Nc1ccccc1F)Oc1cccc(OC(=O)Nc2ccccc2F)c1,1.0,16.7,-32.2,-10.9,-1.9,2.4,-4.0,16.5,·
OCCNCC(O)Cn1c2ccccc2c2ccccc21 (centres undefined),0.7,6.0,-83.1,1.0,-9.2,-1.4,11.4,15.6,2.6
CCCCN(C)CCNC(=O)C(NC(=O)C1CCC(C)CC1)C(C)C (centres undefined),0.9,5.9,24.0,4.7,21.3,-0.3,-17.1,22.2,0.8
CCOP(=O)(OCC)C(NC(=O)Nc1ccc(C)cc1)C(N)=O (centres undefined),0.9,11.1,-10.7,2.2,5.2,1.1,-14.5,10.3,·
COc1ccc(NC(=O)C2CC(=O)N(c3cc(C)ccc3C)C2)cc1 (centres undefined),0.2,12.3,2.3,-2.8,22.1,-1.2,-11.6,4.8,-0.7
CCOC(=O)c1c(NC(=O)CSc2nnc3c(Cl)cc(Cl)cn23)sc2c1CCC2,-0.6,5.5,56.4,1.8,8.5,-1.2,-25.1[fluorescence artefact?],27.6,10.4
Cc1c(Cl)cccc1S(=O)(=O)Nc1ccnn1C,0.5,8.3,3.8,2.0,9.0,0.3,-1.4,4.3,·
Cc1nc2cc(C(F)(F)F)ccc2n1C,0.6,10.1,-4.7,-1.2,2.1,1.7,-4.9,10.2,-1.3
O=c1c2nccnc2[nH]c(=S)n1Cc1ccccc1Cl,-0.1,13.0,8.4,7.8,0.3,1.3,-0.9,9.4,0.9
Cn1c(-c2ccccc2)cnc1SCc1nc2ccccc2c(=O)[nH]1,0.9,6.2&15.4,-37.3&-30.9,-10.1,-15.9,-0.6,0.3,23.9,-0.2
Cc1c(NC(=O)c2ccc(Cl)s2)c(=O)n(-c2ccccc2)n1C,-0.4,3.2,5.5,-2.7,3.9,-0.7,5.9,11.2,-0.3
O=C(NCCCn1ccnc1)c1sc2cccc(F)c2c1Cl,0.5,8.5,0.9,-8.8,9.4,-1.1,-1.2,15.9,2.3
O=C1CCCN1Cc1ncnn1-c1ccccc1,1.0,9.6,47.8,6.1,46.8,1.3,3.0,18.1,1.7
CC(=O)NC(N(C#N)c1nc(Cl)nc(N(C)C)n1)C(Cl)(Cl)Cl (centres undefined),1.2,1.6,0.6,-3.4,19.9,-0.6,3.8,11.1,·
CCC(=O)N1CCN(c2cc(C)ccc2C)CC1,-0.6,24.0,-3.2,4.2,15.5,0.0,0.2,5.0,6.2
COc1cccc(N(C(=O)Cn2nnc(-c3ccc(C)o3)n2)C(C(=O)NC(C)(C)C)c2cccs2)c1 (centres undefined),-0.1,2.9,37.9,4.9,61.3,-1.5,3.7[fluorescence artefact?],6.6,-0.5

# Continued.
SMILES,TRPML3 ag,EP2 antag,EP2 mod,NPY-Y1 PAM-ag,CHOP inh,TRPN1 ag,14-3-3 Bad PPI,PPC-1+TRAIL kill,NPY-Y1 antag
N#CC1=C(N)NC(=S)C(C(N)=O)C1c1ccc(Cl)cc1Cl (centres undefined),1.0,8.4,20.9,3.8,16.5,1.9,-7.9,1.6,-1.5
CCN(CC)S(=O)(=O)c1ccc(NC=C(C#N)C#N)cc1,1.5,5.2,-19.3,6.4,-1.9,1.1,20.5,20.7,·
O=C(c1cccc(S(=O)(=O)N2CCCC2)c1)c1nnc(-c2ccncc2)o1,0.7,7.2,16.1,3.7,5.4,0.5,-7.5[fluorescence artefact?],7.3,5.4
CCOC(=O)Cn1c(CN(Cc2ccccc2)Cc2ccccc2)nc2c1c(=O)n(C)c(=O)n2C,-0.9,3.4,29.4,-12.9,21.4,-1.6,2.6,7.2,6.2
O=C(Nc1cc(C(F)(F)F)ccc1F)C1CCC1,0.7,13.7,-0.4,-0.7,16.1,1.2,-2.3,29.9,1.7
CCCCNC(=O)/C=C/c1ccc(S(=O)(=O)Nc2ccc(OC)cc2)cc1,0.8,1.6,-3.7,5.8,7.5,1.0,-10.7,6.5,0.9
CCC(C)C(=O)Nc1cc([N+](=O)[O-])ccc1Cl (centres undefined),0.0,3.7,2.4,8.7,21.6,0.3,-7.9,8.6,1.7
Cc1cccc2cc(CN(Cc3ccccc3)C(=O)c3cccc(F)c3)c(Cl)nc12,-0.6,7.5,38.3,-37.6,43.6,1.0,·,-25.5,9.9
COc1ccc(/C=N/OCC(=O)N2CCCC2)c(OC)c1,1.1,3.6,1.1,6.2,-4.8,1.5,-2.8,11.4,4.8

# Not all compounds are listed. The share of hits here may be higher or lower than overall.
